From PubChem BioAssay
HTR5A ag: activates human HTR5A in OPRM1-OPRD1 agonist counter-screen. AID 504692. hit rate 0.61% among 340,000. HTR5A agonist assay, luminescence, cell-based. P47898. activation, % at 9.3 µM; in the data active = activation mostly above about 9.5%, no sharp cut-off; inactive = mostly below about 7.6%;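 note: 0% = cells with vehicle only and 100% = reference agonist; strong numbers were not always called active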
DAGLB inh: blocks human DAGLB lipase activity; inhibition, % at 5.17 µM; AID 504411; hit rate 0.059% among 340,000; Q8NCG7; HEK293T DAGLB membrane lysate, EnzChek fluorogenic substrate; in the data active = inhibition above about 34%;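 note: 0% = enzyme with vehicle and 100% = wells lacking enzyme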
Arr AP2 block: human beta-arrestin and AP2 interaction inhibition. FITC-arrestin peptide / GST-AP2 beads, flow cytometry; AP2 beta2 appendage carries R879A mutation. inhibition, % at 10 µM. hit rate 0.31% among 340,000. AID 504490;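 active = inhibition above a set limit, near 3 SD of compounds lacking own fluorescence, cut at about 54% in these data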;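 note: plate controls were DMSO wells for no effect and 5 µM unlabelled arrestin peptide for full effect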
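system = GST-tagged AP2 beta2-adaptin appendage (R879A) on 4 µm glutathione beads | reagent = FITC-labelled arrestin peptide probe, 50 nM final | schedule = compound with beads 12 min RT, then probe 1 h RT | signal = HyperCyt-sampled flow cytometry, FL1 channel, ex 488/em 535 nm | read-out = percent response from loss of bead-bound FITC fluorescence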
DSG3 Ab inh: human desmoglein-3 autoantibody binding inhibition; P32926; DSG3-coupled beads, scFv-anti-DSG3-GFP binding, flow cytometry; stronger effect = lower value; binding (percent of control), % at 10 µM; hit rate 0.48% among 310,000;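 active = binding more than 3 SD below its plate's average and above zero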;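 note: hits lower antibody fragment binding to DSG3; some compounds called inactive have numbers as strong as hits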
Target sequence (P32926 whole entry, looked up, the tested form may be a part): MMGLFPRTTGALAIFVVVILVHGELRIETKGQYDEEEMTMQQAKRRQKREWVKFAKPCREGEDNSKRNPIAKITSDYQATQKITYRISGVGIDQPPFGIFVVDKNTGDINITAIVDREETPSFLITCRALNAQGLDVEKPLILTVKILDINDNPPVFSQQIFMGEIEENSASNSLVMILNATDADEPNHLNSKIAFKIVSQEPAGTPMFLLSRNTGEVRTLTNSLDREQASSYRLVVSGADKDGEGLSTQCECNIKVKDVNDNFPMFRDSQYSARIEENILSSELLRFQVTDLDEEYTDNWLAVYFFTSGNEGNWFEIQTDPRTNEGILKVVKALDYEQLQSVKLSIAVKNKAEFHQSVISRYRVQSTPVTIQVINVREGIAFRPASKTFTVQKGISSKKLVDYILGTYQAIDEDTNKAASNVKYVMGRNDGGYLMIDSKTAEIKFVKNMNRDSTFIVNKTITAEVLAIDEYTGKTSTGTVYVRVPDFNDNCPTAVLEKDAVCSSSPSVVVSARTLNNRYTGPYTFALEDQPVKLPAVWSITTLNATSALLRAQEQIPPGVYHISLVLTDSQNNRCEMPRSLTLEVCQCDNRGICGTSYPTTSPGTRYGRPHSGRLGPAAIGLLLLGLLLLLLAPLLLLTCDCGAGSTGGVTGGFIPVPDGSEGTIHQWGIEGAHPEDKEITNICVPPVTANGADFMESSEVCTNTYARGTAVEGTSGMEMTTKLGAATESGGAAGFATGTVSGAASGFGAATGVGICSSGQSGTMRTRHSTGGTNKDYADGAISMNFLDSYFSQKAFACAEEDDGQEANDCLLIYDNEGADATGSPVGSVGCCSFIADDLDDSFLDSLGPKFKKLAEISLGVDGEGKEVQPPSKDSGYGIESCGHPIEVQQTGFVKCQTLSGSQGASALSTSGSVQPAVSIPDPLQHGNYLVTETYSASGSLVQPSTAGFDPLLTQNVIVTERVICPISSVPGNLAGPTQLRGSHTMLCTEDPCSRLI
PKA-R2B act: activators of human PKA-R2B complex. P22694+P31323. PKA-R2B holoenzyme dissociation, Cy5-IP20 fluorescence polarization; R2B truncated from residue 108, S112A mutant; 0% DMSO only, 100% 113 µM cGMP. activation, % at 11.4 µM. hit rate 0.079% among 340,000;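 active = activation above a cutoff set at the mean over all compounds plus 3 SD, cut at about 18% in these data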;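 note: higher means more holoenzyme dissociation and a rise in polarization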
OPRM1-OPRD1 ag: OPRM1-OPRD1 heterodimerization agonism; P35372+P41143; hit rate 0.3% among 340,000; activation, % at 9.3 µM; AID 504326; cells, luminescence; in the data active = activation above about 18%;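 note: 0% = vehicle-treated cells and 100% = reference agonist; values of inactives mirror those of a sister screen read the other way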
PKA-R1A act: PKA-R1A complex activation; AID 504707; hit rate 0.083% among 340,000; activation, % at 11.4 µM; PKA-R1A dissociation, Cy5-IP20 fluorescence polarization; scaled: DMSO 0%, 113 µM cGMP 100%;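 active = percent activation above the mean of all tested compounds plus 3 SD, cut at about 19% in these data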;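 note: higher means more PKAc released from R1A so a rise in polarization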
V-ATPase pH: yeast V-ATPase proton transport regulation by pHLuorin. AID 504577. hit rate 0.37% among 350,000. S. cerevisiae, pHLuorin cytosolic pH fluorescence. response, % at 10 µM; in the data active = response mostly above about 7.3%, no sharp cut-off; inactive = mostly below about 5.4%; note: actives read high; inactives centre near 0; some compounds called inactive have numbers as strong as hits; reference of the scale not given here
HTR5A inv ctr: inverse agonist of human HTR5A in OPRM1-OPRD1 counter-screen | HTR5A cell line, luminescence, inverse agonism | inhibition, % at 9.3 µM | hit rate 0.083% among 340,000 | AID 504634; in the data active = inhibition mostly above about 23%, no sharp cut-off; inactive = mostly below about 18%;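 note: 0% = cells with DMSO and 100% = no-cell wells with DMSO; some compounds called inactive have numbers as strong as hits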
MOR-DOR inv ag: inverse agonist of human OPRM1-OPRD1 heterodimerization; P35372+P41143; cell-based MOR-DOR heterodimer luminescence, inverse agonism; inhibition, % at 9.3 µM; hit rate 0.21% among 340,000; AID 504357; in the data active = inhibition above about 22%, passing the limit was not always enough;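 note: 0% = cells with DMSO and 100% = wells without cells with DMSO; values of inactives mirror those of a sister screen read the other way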
The depositor's hits bear a star; · = not tested or not shown.

SMILES	HTR5A ag	DAGLB inh	Arr AP2 block	DSG3 Ab inh	PKA-R2B act	OPRM1-OPRD1 ag	PKA-R1A act	V-ATPase pH	HTR5A inv ctr	MOR-DOR inv ag
CC(CN1CCCCC1)C(=O)NNC(=O)C12CC3CC(CC(C3)C1)C2 (configuration not stated)	-2	-2	33	90	-5	-2.6	-5	-1	4	12
O=C(Nc1nccs1)c1cc(S(=O)(=O)N2CCOCC2)ccc1Cl	6	0	8	73	-5	-0.9	10	4	3	5
O=c1c2[nH]c3ccc(F)cc3c2nc2n1CCS2	0	0	18	100	16	-1.7	2	-2	1	9
CC(/C=N/NC(=O)c1ccc(Br)cc1)=C\c1ccccc1	1	-3	-2	101	7	6.2	1	-4	-5	-36
COc1ccc(CNc2cc(C)nc3ncnn23)c(OC)c1	3	-1	-3	100	-7	1.7	4	4	-14	-9
COC(=O)N/N=C/c1ccc(-c2ccc(Cl)cc2Cl)o1	2	-6	49	112	8	3.3	7	-1	-6	-17
CCCC(=O)Nc1cc(-c2nn(C)c(=O)c3ccccc23)ccc1N1CCOCC1	5	-4	15	107	2	-0.8	-7	6	11	5
COCCCN(Cc1ccco1)C(=O)c1cc2c(s1)-c1ccc(Cl)cc1S(=O)(=O)C2	1	0	-10	99	4	0.7	-3	2	19	-3
O=C(c1ccco1)N1CCN(C(=O)c2ccc(CS(=O)c3ccc(Cl)cc3)o2)CC1 (configuration not stated)	2	1	35	99	19*	-2.8	-4	-1	-2	14
Cc1ccc(CSc2nc3ccsc3c(=O)n2Cc2ccccn2)cc1	1	-3	-1	125	-7	-0.6	-15	1	-17	3
COc1ccc(NC(=O)COC(=O)/C=C/c2ccccc2[N+](=O)[O-])cc1	-3	-1	-10	107	-7	-2.8	-9	-2	19	15
CCCn1c(=O)c(-c2nc3ccccc3[nH]2)c(O)c2ccccc21	1	2	30	101	-5	9.6	-10	-1	0	-50
C[C@H](CO)N1C[C@H](C)[C@@H](CN(C)S(=O)(=O)c2cccs2)OCc2cnnn2CCCC1=O	·	1	·	·	-2	·	7	1	·	·
CCOC(=O)C1(CCc2ccccc2)CCN(C(=O)c2cccc(C)n2)CC1	3	-2	17	88	-5	-2.5	3	-4	12	13
COc1ccc(Cl)cc1NC(=O)C1CCCO1 (configuration not stated)	-1	0	14	107	-13	-1.8	6	-57	9	10
CCc1ccc(NC(=O)C(=O)NNC(=O)c2cccs2)cc1	0	3	9	108	-2	-0.8	-11	-3	1	5
CCCc1nc2ccc([N+](=O)[O-])cc2[nH]1	-1	2	-4	96	3	-1.7	-17	-2	0	8
C[C@H](CO)N1C[C@H](C)[C@@H](CN(C)Cc2ccc3c(c2)OCO3)Oc2c(NC(=O)C3CCCCC3)cccc2C1=O	11	-1	8	102	2	5.2	-10	-1	-29	-29
Cc1ccc(NC(=O)Nc2ccccc2C(=O)NCc2ccccc2)cc1	0	-3	19	106	-7	-0.1	4	1	-14	0
O=C(COC(=O)c1cccc(S(=O)(=O)N2CCOCC2)c1)NCc1ccccc1	-1	-3	31	·	-2	-2.0	-3	-3	6	10
O=C(Oc1coc(CSc2ncccn2)cc1=O)c1ccc(Br)o1	2	0	4	93	-9	-0.1	7	0	-5	0
COCCN(C(=O)c1ccccc1)c1nc(-c2ccc(OC)cc2)cs1	6	-7	6	98	-5	-0.4	-4	2	-21	2
CC1CCN(C(=O)COC(=O)CCc2c[nH]c3ccccc23)CC1	1	0	36	101	1	-0.4	-6	2	-1	2
CN1CCN(c2ccccc2NC(=O)c2ccc(-c3ccc(Cl)c(Cl)c3)o2)CC1	0	-10	-15	·	-8	12	-14	3	-2	-68
COc1ccc(N2CCN(C(=O)COc3ccc4c(C)c(C)c(=O)oc4c3C)CC2)cc1	0	0	-2	105	0	-3.2	11	0	13	16
COc1ccccc1N1CCN(CC(=O)NCCc2ccc(S(N)(=O)=O)cc2)CC1	0	-2	2	102	7	-3.3	0	2	1	17
O=C(O)c1cc(-c2ccc(/C=N/N3C(=O)C4C5C=CC(C6CC56)C4C3=O)o2)ccc1Cl (configuration not stated)	-1	1	8	100	-18	-2.2	2	-1	-3	11
Cc1cc(O)c(C=Nc2cccc(Cl)c2)c(=O)o1	-4	-1	1	101	6	-2.3	-6	9	13	14
O=C(N/N=C/c1ccc(O)cc1)c1csc2c1CCCC2	-5	8	4	98	-22	-1.4	-13	3	-5	7
N#CC1=C(N)C2=CCCC[C@H]2[C@H](c2ccc(Br)cc2)C1(C#N)C#N	-3	7	6	125	3	-4.1	13	-3	21	23
CC(=O)Nc1ccc(NC(=O)C(C)Sc2nc3ccccc3c(=O)n2Cc2ccco2)cc1 (configuration not stated)	5	0	-10	100	-4	-1.4	-3	2	10	8
COc1ccc(NS(=O)(=O)c2ccc(NC(=O)C3CC3)cc2)cc1	2	-2	-2	104	2	-0.1	-2	-3	5	0
COc1cccc(NC(=O)c2ccc(NC(=O)C3CC(=O)OC34CCCCC4)cc2)c1 (configuration not stated)	2	3	-20	107	-4	-0.1	-8	-2	1	0
COC(=O)CCSCC(=O)Nc1ccc(S(=O)(=O)N2CCOCC2)cc1OC	4	-1	8	76	-5	0.7	-5	-2	-10	-4
COC(=O)c1ccc(N2C(=O)Nc3ccccc3N2O)cc1	2	0	-3	92	1	0.0	0	0	-6	0
CCOc1ccc(OCC)c(S(=O)(=O)NNC(=O)c2c(C)nc3ccccn23)c1	4	-1	4	95	-1	-2.0	-5	2	8	10
Cc1cc(NC(=O)/C=C/c2ccc(Br)cc2)no1	3	-2	2	109	-8	1.9	4	2	14	-10
CCOC(=O)c1nnc(-c2cccs2)nc1Oc1ccc(Cl)cc1	1	-2	-2	111	-16	-2.6	-2	-2	-9	13
O=C(COC(=O)c1cccc(Br)c1)NCCc1ccc(F)cc1	0	-3	2	103	-6	3.6	6	-4	0	-26
C=CCNC(=O)NC(=O)COC(=O)/C=C/c1cccc([N+](=O)[O-])c1	4	0	22	114	-7	-0.6	8	-3	-26	3
O=C(Cc1cccs1)Nc1ccc(S(=O)(=O)N2CCCC2)cc1	8	-1	0	·	-1	-0.9	-10	0	9	5
O=C(Cc1ccccc1)Nn1c(-c2ccccc2F)nc2ccccc2c1=O	-4	1	-18	100	9	-2.0	-1	1	12	10
CCN(C(=O)COC(=O)c1ccc(F)c(S(=O)(=O)N2CCOCC2)c1)C1CCS(=O)(=O)C1 (configuration not stated)	3	3	13	100	-8	-2.1	-9	-2	6	11
Cc1nc(Oc2ccccc2)c2ccsc2n1	4	-2	-9	·	16	2.1	1	-2	12	-10
CCOc1ccc(S(=O)(=O)Nc2ccc(C(=O)NCC(C)(C)N3CCOCC3)cc2)cc1	7	2	-14	104	4	-1.5	-7	4	17	10
O=C(CC(=O)c1ccccc1)Nc1ccccc1C(F)(F)F	-4	2	11	104	-5	-3.9	-7	4	15	18
O=C(N/N=C/c1ccc(O)c(O)c1)c1cccc(S(=O)(=O)N2CCCCC2)c1	4	3	14	99	-3	2.4	5	-2	-11	-12
COc1cccc2cc(-c3n[nH]c(=S)n3C)oc12	-5	2	-7	101	-1	-0.4	6	-1	12	2
Cc1ccc(C(c2nnnn2CC2CCCO2)N2CCN(C(=O)c3ccco3)CC2)cc1 (configuration not stated)	-3	-3	-6	101	10	0.5	-2	5	20	-2
Fc1ccc(NC(=S)Nc2ccc3nccnc3c2)cc1	7	2	4	105	1	8.8	-1	3	-4	-46
COc1cccc(NC(=O)CSCc2cc(=O)n3ccsc3n2)c1	-1	1	3	101	2	-2.5	0	-1	-10	13
C=CCn1c(SCC(=O)N2CC(C)OC(C)C2)nnc1-c1ccncc1 (configuration not stated)	-2	-3	18	101	1	-3.2	-14	1	4	13
CCC(=O)Nc1ccc(-c2nnc(SCC(=O)N3CCCCC3)n2C)cc1	3	-2	17	·	-7	-0.5	-9	-5	-4	3
CC1=C(/C=C/C(=O)O)C(C)(C)CCC1	3	2	-1	·	-4	-1.0	4	-1	-9	6
COc1cc(/C(C)=N\NC(N)=S)cc(OC)c1OC	0	0	1	87	-15	-2.0	-7	6	2	11
O=C(/C=C/c1ccc(Cl)c(C(F)(F)F)c1)N1CCN(c2ccccn2)CC1	-1	-3	25	98	5	3.0	-2	-2	2	-24
CCOC(=O)CN1C(=O)/C(=C/c2ccccc2Br)Oc2ccccc21	-1	0	30	-3.0*	2	-3.0	-2	3	5	14
COc1ccc([C@H]2Cc3cc(O)cc(O)c3C(=O)O2)cc1O	10	-2	-1	101	-7	1.6	4	-2	-1	-9
CSCC[C@H](NC(=O)NCc1ccc(F)cc1)C(=O)O	14	-1	7	106	2	-3.1	-10	6	-40	17
Cc1ccc(C2NC(=O)c3ccccc3N2)c(C)c1 (configuration not stated)	0	0	-9	88	0	-4.2	-2	4	1	18

Retrieved by structure from the list above:
SMILES	HTR5A ag	DAGLB inh	Arr AP2 block	DSG3 Ab inh	PKA-R2B act	OPRM1-OPRD1 ag	PKA-R1A act	V-ATPase pH	HTR5A inv ctr	MOR-DOR inv ag
COc1ccccc1N1CCN(CC(=O)NCCc2ccc(S(N)(=O)=O)cc2)CC1	0	-2	2	102	7	-3.3	0	2	1	17
CCOC(=O)CN1C(=O)/C(=C/c2ccccc2Br)Oc2ccccc21	-1	0	30	-3.0*	2	-3.0	-2	3	5	14

Continued.
SMILES	HTR5A ag	DAGLB inh	Arr AP2 block	DSG3 Ab inh	PKA-R2B act	OPRM1-OPRD1 ag	PKA-R1A act	V-ATPase pH	HTR5A inv ctr	MOR-DOR inv ag
COc1ccc([C@@H]2CC=C(C(=O)O)[C@H](c3ccc(C)cc3)N2S(=O)(=O)c2ccccc2C)cc1	-2	-1	-16	97	4	-3.2	-4	1	9	15
Cc1cc(NC(=O)CSCC(=O)Nc2cc(C(F)(F)F)ccc2N2CCCC2)no1	6	2	29	98	-6	-2.4	-8	3	-16	13
C=CCN1C(=O)c2ccc(C(=O)N3CCC(C(N)=O)CC3)cc2C1=O	4	-1	6	99	2	-1.1	13	-1	2	6
COc1cc(C2N(c3ccccn3)C(=O)C3CCCN32)cc(OC)c1OC (configuration not stated)	-2	3	26	·	0	-2.1	0	0	6	12
CCc1cc(C(=O)OC)c(NC(=O)CN2CCN(C(=O)c3ccco3)CC2)s1	0	2	6	73	4	-0.9	4	-6	-10	5
CCOc1ccc(C(=O)NCc2ccc3c(c2)OCO3)cc1OCC	1	-6	27	113	-9	-3.1	-3	3	-4	14
O=C(Nc1cccc(-c2ccc(N3CCOCC3)nn2)c1)c1ccc(F)cc1F	-1	4	-11	93	1	3.4	11	-6	-13	-22
CC(=Nc1ccccc1C(F)(F)F)c1ccncc1	2	0	22	103	9	0.2	-3	-4	-9	-1
CCn1nnc2sc3c(c2c1=O)CCC(C)C3 (configuration not stated)	3	-4	-3	100	1	-0.8	1	-3	-23	5
Cn1c(NCc2ccccc2)nc2c1c(=O)n(Cc1ccc(Br)cc1)c(=O)n2C	0	0	-3	111	-12	6.7	9	-4	-13	-39
